Compound activity (PubChem)
MITF primary: MITF inhibitors, primary screen, biochemical, AlphaScreen, human; AlphaScreen MITF homodimerization, bead proximity signal; AID 1259374, 2018; 0.91% of 650,000 active; inhibition, % at 2.6 µM; in the data active = inhibition above about 50%;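 note: 0% = vehicle wells with protein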
Target sequence (O75030 whole entry, looked up): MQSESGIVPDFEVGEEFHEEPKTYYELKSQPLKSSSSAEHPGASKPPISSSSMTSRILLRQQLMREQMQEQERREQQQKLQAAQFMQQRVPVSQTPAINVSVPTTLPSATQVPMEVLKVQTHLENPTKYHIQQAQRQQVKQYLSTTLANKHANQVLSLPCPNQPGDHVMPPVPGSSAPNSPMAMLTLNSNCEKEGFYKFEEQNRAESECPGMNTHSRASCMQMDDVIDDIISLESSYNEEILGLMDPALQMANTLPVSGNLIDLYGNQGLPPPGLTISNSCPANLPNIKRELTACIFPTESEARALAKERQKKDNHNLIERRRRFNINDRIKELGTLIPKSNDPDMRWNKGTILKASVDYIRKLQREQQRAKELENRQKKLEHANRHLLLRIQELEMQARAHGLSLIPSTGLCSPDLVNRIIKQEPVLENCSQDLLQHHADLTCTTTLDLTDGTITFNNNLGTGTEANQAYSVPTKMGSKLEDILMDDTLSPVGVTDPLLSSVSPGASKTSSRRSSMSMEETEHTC
FBW7 act: FBW7 E3 ligase activators, primary screen, biochemical, AlphaScreen, human; F-box/WD repeat-containing protein 7 (Homo sapiens), Q969H0; 0.13% of 650,000 active; AlphaScreen FBW7–phospho-cyclin E peptide binding, activator screen; AID 1259310, 2017; normalized activity (activation), % at 26.1 µM; in the data active = normalized activity above about 1.9%;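 note: purified mutant Fbw7 with reduced substrate affinity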
TEAD-YAP inh: TEAD-YAP interaction inhibition, primary screen, TEAD-YAP interaction inhibitor project, luminescence, HEK-TIYL cells. TEAD-Gal4/YAP UAS-luciferase luminescence. AID 1259422, 2018. 1.4% of 640,000 active. inhibition, % at 9.12 µM; in the data active = inhibition above about 32%;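 note: 0% = median of test compound wells and 100% = reference inhibitor wells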
GPR151 ag: activators of human GPR151, primary screen, cell-based, PathHunter beta-arrestin, luminescence; G-protein coupled receptor 151 (Homo sapiens), Q8TDV0; PathHunter beta-arrestin GPR151 cells; activation, % at 11.2 µM; 1% of 650,000 active; in the data active = activation above about 4.9%;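 note: 0% = median of compound wells and 100% = cells with positive control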
Target sequence (Q8TDV0 whole entry, looked up): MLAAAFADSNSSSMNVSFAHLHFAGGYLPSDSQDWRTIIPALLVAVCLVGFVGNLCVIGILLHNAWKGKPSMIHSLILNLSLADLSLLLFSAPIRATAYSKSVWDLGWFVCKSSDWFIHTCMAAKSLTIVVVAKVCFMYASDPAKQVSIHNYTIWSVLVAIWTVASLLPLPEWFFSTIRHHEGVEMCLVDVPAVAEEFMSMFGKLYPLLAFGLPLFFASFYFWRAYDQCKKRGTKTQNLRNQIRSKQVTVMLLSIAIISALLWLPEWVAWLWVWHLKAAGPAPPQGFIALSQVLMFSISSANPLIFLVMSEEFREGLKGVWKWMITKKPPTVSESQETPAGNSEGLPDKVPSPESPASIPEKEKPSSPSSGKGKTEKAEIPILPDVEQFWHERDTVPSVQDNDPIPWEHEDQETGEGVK
Active calls of the source: *.

Cc1cc(OCC(=O)NNC(=O)COc2cc(C)c(Cl)c(C)c2)cc(C)c1Cl was read as MITF primary 4, FBW7 act -0.1, TEAD-YAP inh 2 and GPR151 ag 1.3.
For O=C(CNS(=O)(=O)c1ccc(Cl)cc1)Nc1cc(Cl)ccc1Cl the results were MITF primary 12, FBW7 act 0.1, TEAD-YAP inh 7 and GPR151 ag -0.1.
`CS(=O)(=O)N(CC(=O)NCc1ccc2c(c1)OCO2)Cc1ccc(Cl)cc1` gave MITF primary -19, FBW7 act -0.1, TEAD-YAP inh -17 and GPR151 ag 1.2.
`CN1CCN(c2ccc(-c3cccc(C(=O)NCc4nc5ccccc5[nH]4)c3)cc2)CC1` gave MITF primary 3, FBW7 act -0.1, TEAD-YAP inh 68* and GPR151 ag 2.7.
Cc1ccnc(N2CCC(C(=O)Nc3ccccc3Br)CC2)n1 was read as MITF primary 22, FBW7 act 2.1*, TEAD-YAP inh 9 and GPR151 ag -1.0.
Screening CCOc1ccccc1CN1CCC2(CC1)C(C(=O)OC)CC(=O)N2Cc1ccccc1 (stereo unspecified) returned MITF primary 0, FBW7 act -0.1, TEAD-YAP inh -7 and GPR151 ag -0.3.
Screening CCCNc1nc(Nc2ncccn2)nc2c1ncn2C(C)C returned MITF primary 0, FBW7 act 0.0, TEAD-YAP inh 0 and GPR151 ag 3.0.
Screening O=C(/C=C/c1ccccc1)Nc1ncc(Cc2cccc(C(F)(F)F)c2)s1 returned MITF primary 6, FBW7 act -0.1, TEAD-YAP inh 23 and GPR151 ag 1.2.
`O=C(NC1CCCCC1)C(=S)N1CCOCC1` gave MITF primary -7, FBW7 act -0.1, TEAD-YAP inh -5 and GPR151 ag -0.7.
For COc1cccc(CC2(CO)CCCN(Cc3cccc4cccnc34)C2)c1 (stereo unspecified) the results were MITF primary 9, FBW7 act 0.1, TEAD-YAP inh -8 and GPR151 ag 0.4.
For COc1ccc(C(=O)NCc2nnc(SCC(=O)N3N=C(c4cccs4)CC3c3ccc(OC)cc3)n2-c2ccccc2OC)cc1 (stereo unspecified) the results were MITF primary 12, FBW7 act -0.1, TEAD-YAP inh -24 and GPR151 ag -1.7.
Cc1ccc(C)c(N(CC(=O)NCCSCc2ccccc2Cl)S(C)(=O)=O)c1 was read as MITF primary 8, FBW7 act 0.0, TEAD-YAP inh 13 and GPR151 ag -0.7.
`CCC1=CC(C)(CC)N(Cc2ccc([N+](=O)[O-])cc2)c2ccccc21` (stereo unspecified) gave MITF primary 1, FBW7 act -0.1, TEAD-YAP inh -3 and GPR151 ag -0.6.
Cc1c(NC(=O)CNc2cccc(Br)c2)c(=O)n(-c2ccccc2)n1C was read as MITF primary -4, FBW7 act -0.1, TEAD-YAP inh 18 and GPR151 ag 0.8.
CN(C)C(CNC(=O)CN1C(=O)CCC1=O)c1cccs1 (stereo unspecified) was read as MITF primary 7, FBW7 act 0.4, TEAD-YAP inh -1 and GPR151 ag -1.6.
Screening CC1CCCCC1N1CN=C(Nc2nc3ccccc3s2)NC1 (stereo unspecified) returned MITF primary -7, FBW7 act -0.2, TEAD-YAP inh -4 and GPR151 ag 1.7.
Screening Cc1ccc(-c2c(N3CCCCC3C)c(=O)c2=O)cc1C (stereo unspecified) returned MITF primary 10, FBW7 act 0.6, TEAD-YAP inh 6 and GPR151 ag 3.7.
Screening Nc1ccc(-c2ccnc(-c3ccc(N)cc3)n2)cc1 returned MITF primary -10, FBW7 act 0.2, TEAD-YAP inh -52 and GPR151 ag 1.1.
For Cc1cccc(C)c1N(C)S(=O)(=O)c1ccc2[nH]cc(C(=O)N3CCN(Cc4ccccc4)CC3)c(=O)c2c1 the results were MITF primary -9, FBW7 act 0.4, TEAD-YAP inh 1 and GPR151 ag -1.5.
CC1(C)Cc2c(sc(NC(=O)c3ccc(Br)cc3)c2C#N)C(C)(C)N1 was read as MITF primary 13, FBW7 act 0.0, TEAD-YAP inh 26 and GPR151 ag 0.0.
OCc1nc2ccccc2n1CCCCOc1ccccc1 was read as MITF primary -13, FBW7 act 0.8, TEAD-YAP inh -5 and GPR151 ag -0.4.
`O=C(Nc1cc(Cl)ccc1Cl)c1ccccc1F` gave MITF primary -3, FBW7 act 0.0, TEAD-YAP inh -1 and GPR151 ag -0.8.
`COc1ccccc1OCc1cc(C(=O)N2CCN(Cc3cccc(F)c3)CC2)no1` gave MITF primary -2, FBW7 act 0.1, TEAD-YAP inh -53 and GPR151 ag -1.3.
Screening FC(F)Sc1ccc(NC2=NCCC2)cc1 returned MITF primary -5, FBW7 act 0.0, TEAD-YAP inh 4 and GPR151 ag 0.6.
Screening Cc1cccc(CC(=O)Nc2cnn(-c3cccc(C(=O)Nc4ccc5c(c4)OCO5)c3)c2)c1 returned MITF primary 16, FBW7 act 0.1, TEAD-YAP inh 3 and GPR151 ag 1.8.
Cc1ccc(C(=O)N/C(=C\c2ccc3c(c2)OCO3)C(=O)Nc2ccc(Br)cc2)cc1C was read as MITF primary -1, FBW7 act -0.1, TEAD-YAP inh 2 and GPR151 ag 2.1.
For Cc1cc(C)c2c3c(sc2n1)C(=O)N(c1ccc(Cl)cc1)CC(=O)N3 the results were MITF primary 12, FBW7 act 0.0, TEAD-YAP inh -2 and GPR151 ag 0.0.
For O=C(O)c1cc(S(=O)(=O)N2CCOCC2)c(Cl)cc1Oc1ccccc1 the results were MITF primary 0, FBW7 act 0.1, TEAD-YAP inh 0 and GPR151 ag 1.2.
`Cn1c2ccccc2c2nnc(SCC(=O)N=C3NC(=O)CS3)nc21` gave MITF primary 4, FBW7 act 0.0, TEAD-YAP inh -2 and GPR151 ag -0.2.
Screening O=C(Nc1ccc(Cl)c(Cl)c1)Nc1cnccn1 returned MITF primary 12, FBW7 act 0.2, TEAD-YAP inh 0 and GPR151 ag -1.3.
Screening CC(=O)/C(N=Nc1ccc([N+](=O)[O-])cc1)=C(/C)O returned MITF primary 8, FBW7 act -0.1, TEAD-YAP inh -4 and GPR151 ag 1.4.
Screening CC(C)N(Cc1nc(-c2ccccc2)no1)C(=O)c1cccc(F)c1 returned MITF primary -17, FBW7 act -0.2, TEAD-YAP inh -15 and GPR151 ag 1.2.
`COc1cc(/C=C\c2nc(O)c([N+](=O)[O-])c(=O)[nH]2)cc(OC)c1` gave MITF primary 12, FBW7 act -0.1, TEAD-YAP inh -1 and GPR151 ag -0.6.
For Cc1cc(C)cc(NC(=O)COc2cccc3c2OC(C)(C)C3)c1 the results were MITF primary 0, FBW7 act -0.1, TEAD-YAP inh -12 and GPR151 ag -1.0.
For CCOC(=O)c1c(NC(=O)C(C)Sc2nnc(CNC(=O)Cc3ccccc3)n2Cc2ccccc2)sc2c1CCC2 (stereo unspecified) the results were MITF primary -3, FBW7 act 0.1, TEAD-YAP inh -1 and GPR151 ag -1.1.
CC1CCc2c(sc(NC(=O)C(F)(F)F)c2C(N)=O)C1 (stereo unspecified) was read as MITF primary -2, FBW7 act -0.2, TEAD-YAP inh -12 and GPR151 ag -0.2.

Filtered by structure, the entries above containing an NH in an aromatic ring
`CN1CCN(c2ccc(-c3cccc(C(=O)NCc4nc5ccccc5[nH]4)c3)cc2)CC1` gave MITF primary 3, FBW7 act -0.1, TEAD-YAP inh 68* and GPR151 ag 2.7.
For Cc1cccc(C)c1N(C)S(=O)(=O)c1ccc2[nH]cc(C(=O)N3CCN(Cc4ccccc4)CC3)c(=O)c2c1 the results were MITF primary -9, FBW7 act 0.4, TEAD-YAP inh 1 and GPR151 ag -1.5.
`COc1cc(/C=C\c2nc(O)c([N+](=O)[O-])c(=O)[nH]2)cc(OC)c1` gave MITF primary 12, FBW7 act -0.1, TEAD-YAP inh -1 and GPR151 ag -0.6.

The results go on.
Screening O=C(Cn1ncn2cccc2c1=O)N1CCN(c2ccccc2)CC1 returned MITF primary 6, FBW7 act -0.1, TEAD-YAP inh 0 and GPR151 ag 0.7.
`O=C(O)CCCN1C(=O)C2C3c4ccccc4C(c4ccccc43)C2C1=O` (stereo unspecified) gave MITF primary 3, FBW7 act -0.1, TEAD-YAP inh -4 and GPR151 ag 3.3.
`Cc1ccc(C2=NN(c3ccccc3)C(c3ccccc3)C2)cc1` (stereo unspecified) gave MITF primary -2, FBW7 act 0.0, TEAD-YAP inh -6 and GPR151 ag 3.4.
`O=C(Nc1ccc(Cl)c(C(F)(F)F)c1)c1cc2nc(-c3ccc(Cl)cc3)cc(C(F)(F)F)n2n1` gave MITF primary 15, FBW7 act 0.2, TEAD-YAP inh 9 and GPR151 ag -0.6.
`COC(=O)Cn1c(-c2ccccc2Cl)nc2ccccc2c1=O` gave MITF primary -1, FBW7 act 0.0, TEAD-YAP inh 0 and GPR151 ag 1.3.
`CC(=O)Nc1ccc(Nc2nc(Nc3ccc(N4CCOCC4)cc3)nc3c2ncn3Cc2ccc(C(F)(F)F)cc2)cc1` gave MITF primary 7, FBW7 act 0.1, TEAD-YAP inh 2 and GPR151 ag 1.7.
`CCOC(=O)c1ccc2c(c1)C(=O)N(c1cccc(C)c1)C2=O` gave MITF primary 7, FBW7 act 0.0, TEAD-YAP inh 3 and GPR151 ag -7.3.
CCc1ccccc1NS(=O)(=O)c1ccc(SC)cc1 was read as MITF primary -9, FBW7 act -0.2, TEAD-YAP inh -5 and GPR151 ag 0.2.
Screening CN(C(=O)C1CC1)c1nc(-c2ccc(F)cc2)cs1 returned MITF primary 23, FBW7 act 0.6, TEAD-YAP inh -72 and GPR151 ag -0.6.
`CCn1c(N)c(C(=O)NCCCOC)sc1=S` gave MITF primary -5, FBW7 act -0.1, TEAD-YAP inh 7 and GPR151 ag 1.0.
`COc1cc(OC)cc(C(=O)Nc2cc(=O)n(C)c(=O)n2C)c1` gave MITF primary 1, FBW7 act 0.3, TEAD-YAP inh -1 and GPR151 ag -0.6.
`O=C(C1CCCC1)N1CCC[C@@H](Cn2nc(-c3cccs3)ccc2=O)C1` gave MITF primary 6, FBW7 act -0.2, TEAD-YAP inh 15 and GPR151 ag 0.0.

Molecules from the list above that have an aryl methoxy group:
For COc1cccc(CC2(CO)CCCN(Cc3cccc4cccnc34)C2)c1 (stereo unspecified) the results were MITF primary 9, FBW7 act 0.1, TEAD-YAP inh -8 and GPR151 ag 0.4.
For COc1ccc(C(=O)NCc2nnc(SCC(=O)N3N=C(c4cccs4)CC3c3ccc(OC)cc3)n2-c2ccccc2OC)cc1 (stereo unspecified) the results were MITF primary 12, FBW7 act -0.1, TEAD-YAP inh -24 and GPR151 ag -1.7.
`COc1ccccc1OCc1cc(C(=O)N2CCN(Cc3cccc(F)c3)CC2)no1` gave MITF primary -2, FBW7 act 0.1, TEAD-YAP inh -53 and GPR151 ag -1.3.
`COc1cc(/C=C\c2nc(O)c([N+](=O)[O-])c(=O)[nH]2)cc(OC)c1` gave MITF primary 12, FBW7 act -0.1, TEAD-YAP inh -1 and GPR151 ag -0.6.
`COc1cc(OC)cc(C(=O)Nc2cc(=O)n(C)c(=O)n2C)c1` gave MITF primary 1, FBW7 act 0.3, TEAD-YAP inh -1 and GPR151 ag -0.6.

The list goes on:
For CC(C)C(=O)Nc1nnc(SCC(=O)N2CCCc3ccccc32)s1 the results were MITF primary 5, FBW7 act 0.0, TEAD-YAP inh 11 and GPR151 ag -0.5.
For CCN(C(=O)c1ccccc1[N+](=O)[O-])c1ccccc1 the results were MITF primary 16, FBW7 act 0.4, TEAD-YAP inh -1 and GPR151 ag -0.2.
`CCOC(=O)CN1C(=O)C(O)(CC(=O)c2ccc3c4c(cccc24)CC3)c2ccccc21` (stereo unspecified) gave MITF primary -6, FBW7 act -0.1, TEAD-YAP inh -9 and GPR151 ag 1.2.
`CCOC(=O)N1CCC(Nc2c(N3CCN(c4cc(C)ccc4C)CC3)c(=O)c2=O)CC1` gave MITF primary 13, FBW7 act 0.1, TEAD-YAP inh 4 and GPR151 ag -2.0.
`COC(=O)c1ccccc1NC(=O)C(C)NS(=O)(=O)c1ccc(F)cc1` (stereo unspecified) gave MITF primary -8, FBW7 act 0.0, TEAD-YAP inh -1 and GPR151 ag 1.7.
For C/C(=N/Nc1ccccc1[N+](=O)[O-])c1ccccc1O the results were MITF primary 1, FBW7 act -0.2, TEAD-YAP inh 7 and GPR151 ag -0.8.
`Fc1ccccc1C(c1nnnn1CC1CCCO1)N1CCN(Cc2ccccc2)CC1` (stereo unspecified) gave MITF primary 8, FBW7 act -0.1, TEAD-YAP inh 3 and GPR151 ag -0.5.
CCOC(=O)N1CCc2c(sc(NC(=O)c3ccc(Br)cc3)c2C#N)C1 was read as MITF primary -2, FBW7 act 0.0, TEAD-YAP inh 4 and GPR151 ag 1.1.
`CCN1CCC(N(Cc2ccc(F)cc2)C(=O)Nc2ccc(OC)cc2OC)CC1` gave MITF primary -3, FBW7 act -0.1, TEAD-YAP inh -7 and GPR151 ag -0.2.
Screening COc1cccc(C(=O)N(c2cccc(Cl)c2)C2C=CS(=O)(=O)C2)c1 (stereo unspecified) returned MITF primary -4, FBW7 act 0.0, TEAD-YAP inh -5 and GPR151 ag 0.2.
Screening O=C(Nc1cccc(Cl)c1)NC1(C(=O)NCc2ccco2)CCCCC1 returned MITF primary -4, FBW7 act -0.1, TEAD-YAP inh 6 and GPR151 ag 0.9.
For COc1ccc(C2C=C(c3ccc(Br)cc3)Nc3nc4ccccc4n32)c(OC)c1 (stereo unspecified) the results were MITF primary 20, FBW7 act 0.1, TEAD-YAP inh -55 and GPR151 ag -0.3.
CCOC(=O)C1=NN=C2C(=O)N(c3ccc(Br)cc3)C(=O)C12 (stereo unspecified) was read as MITF primary -3, FBW7 act 0.0, TEAD-YAP inh 7 and GPR151 ag 1.4.
For CCc1ccc(NC(=O)c2sc3nc(-c4ccccc4)cc(-c4ccco4)c3c2N)cc1 the results were MITF primary -8, FBW7 act 0.5, TEAD-YAP inh -1 and GPR151 ag 0.6.
